OPRM1-OPRD1 ag: agonists of human mu-delta opioid receptor heterodimerization; P35372+P41143; cells, OPRM1-OPRD1 heterodimerization, luminescence; activation, % at 9.3 µM; hit rate 0.3% among 340,000; in the data active means activation above about 18%;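 further: 0% = vehicle-treated cells and 100% = reference agonist; values of inactives mirror those of a sister screen read the other way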
Target sequence (P35372 whole entry, looked up): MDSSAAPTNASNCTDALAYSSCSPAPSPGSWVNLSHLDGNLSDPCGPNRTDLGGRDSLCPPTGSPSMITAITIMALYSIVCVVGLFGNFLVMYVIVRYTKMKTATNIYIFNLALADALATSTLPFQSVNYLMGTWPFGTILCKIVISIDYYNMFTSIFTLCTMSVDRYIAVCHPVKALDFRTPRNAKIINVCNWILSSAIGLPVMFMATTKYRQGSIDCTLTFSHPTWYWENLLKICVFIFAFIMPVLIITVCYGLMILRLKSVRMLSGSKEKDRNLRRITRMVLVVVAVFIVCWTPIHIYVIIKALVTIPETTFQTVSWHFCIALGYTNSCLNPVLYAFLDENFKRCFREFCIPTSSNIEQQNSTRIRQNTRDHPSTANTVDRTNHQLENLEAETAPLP
Target sequence (P41143 whole entry, looked up): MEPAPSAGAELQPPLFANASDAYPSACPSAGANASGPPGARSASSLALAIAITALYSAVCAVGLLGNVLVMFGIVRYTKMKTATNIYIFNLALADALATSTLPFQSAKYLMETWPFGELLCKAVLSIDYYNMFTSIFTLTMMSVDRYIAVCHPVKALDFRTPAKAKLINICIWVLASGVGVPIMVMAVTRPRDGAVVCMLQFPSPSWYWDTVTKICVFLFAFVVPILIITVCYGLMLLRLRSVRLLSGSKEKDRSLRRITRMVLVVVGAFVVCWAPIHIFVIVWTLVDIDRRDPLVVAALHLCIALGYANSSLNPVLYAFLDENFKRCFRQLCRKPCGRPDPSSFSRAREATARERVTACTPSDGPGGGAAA
Pemphigus Ab inh: human desmoglein-3 autoantibody binding inhibition; DSG3-coupled beads, scFv-anti-DSG3-GFP binding, flow cytometry; hits give low values; hit rate 0.48% among 310,000; binding (percent of control), % at 10 µM;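 active means binding more than 3 SD below its plate's average and above zero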;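 further: hits lower antibody fragment binding to DSG3; some compounds called inactive have numbers as strong as hits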
SUMO Mot1 rescue: blocks SUMOylation pathway, rescuing yeast Mot1-301 growth; S. cerevisiae Mot1-301 growth rescue, ATP luminescence, 38.5C; percent above DMSO median, 100 means doubled; growth rescue, % at 18.8 µM; hit rate 1% among 320,000; AID 2716;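 active means every valid replicate shows activation above 250% relative to neutral control wells; inactive means the rest, any valid replicate at or below 250%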;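 further: OY570 slx delta 5 strain wells were the positive control but not used for scaling; some compounds called inactive have numbers as strong as hits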
OPRM1-OPRD1 inv: mu-delta opioid heterodimer inverse agonism | cell-based MOR-DOR heterodimer luminescence | inhibition, % at 9.3 µM | P35372+P41143 | hit rate 0.21% among 340,000; in the data active means inhibition above about 22%, passing the limit was not always enough;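 further: 0% = cells with DMSO and 100% = wells without cells with DMSO; values of inactives mirror those of a sister screen read the other way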
Ecoli viability: reduces bacterial viability in AddAB counter-screen. inhibition, % at 11.9 µM. hit rate 0.27% among 330,000. E. coli V3065 growth, OD600 absorbance, 18 h;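 active means inhibition above the campaign's mean inhibition across all tested compounds plus 3 SD, cut at about 9.9% in these data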;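 further: uninfected addAB+ strain grown without phage in ampicillin broth; 0% = DMSO wells and 100% = ciprofloxacin 0.95 µg/ml wells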
AddAB inh: less growth of phage-infected E. coli with AddAB | E. coli expressing H. pylori AddAB, absorbance growth | inhibition, % at 11.9 µM | hit rate 0.29% among 330,000 | AID 435030; in the data active means inhibition above about 12%;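 further: 0% = vehicle wells of infected cells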
phage Ecoli inh: E. coli growth loss with phage present | growth absorbance | AID 651602 | inhibition, % at 11.9 µM | hit rate 0.26% among 360,000; in the data active means inhibition above about 11%
PKA-R1A activ: activates the PKA-R1A holoenzyme complex. P00514+P68181. PKA-R1A dissociation, Cy5-IP20 fluorescence polarization; scaled: DMSO 0%, 113 µM cGMP 100%. activation, % at 11.4 µM. hit rate 0.083% among 340,000. AID 504707;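 active means percent activation above the mean of all tested compounds plus 3 SD, cut at about 19% in these data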;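 further: higher means more PKAc released from R1A so a rise in polarization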
HTR5A ag: HTR5A agonism, opioid heterodimer counter-screen. activation, % at 9.3 µM. hit rate 0.61% among 340,000. HTR5A agonist assay, luminescence, cell-based. P47898. AID 504692; in the data active means activation mostly above about 9.5%, no sharp cut-off; inactive means mostly below about 7.6%;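 further: 0% = cells with vehicle only and 100% = reference agonist; strong numbers were not always called active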
PfHsp90 set2: inhibits growth of yeast expressing Plasmodium falciparum Hsp90; S. cerevisiae expressing PfHsp90, BacTiter-Glo ATP, 48 h; yeast lacking PDR1 and PDR3 efflux regulators; inhibition, % at 9.4 µM; hit rate 0.32% among 310,000; AID 504621;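 active means every replicate shows inhibition above about 80%, whatever the replicate mean, limit read from the data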;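 further: 0% = DMSO neutral controls and 100% = 20 µM radicicol positive controls; yeast relying on Plasmodium falciparum Hsp90 in place of its own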
HTR5A inv ag: inverse agonist of human HTR5A in OPRM1-OPRD1 counter-screen. inhibition, % at 9.3 µM. hit rate 0.083% among 340,000. HTR5A cell line, luminescence, inverse agonism. P47898; in the data active means inhibition mostly above about 23%, no sharp cut-off; inactive means mostly below about 18%;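 further: 0% = cells with DMSO and 100% = no-cell wells with DMSO; some compounds called inactive have numbers as strong as hits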
* marks the source's active call; other numbers are inactive results; x = no result given. No enrichment for hits (roughly 3.2% active in at least one column).

| SMILES | OPRM1-OPRD1 ag | Pemphigus Ab inh | SUMO Mot1 rescue | OPRM1-OPRD1 inv | Ecoli viability | AddAB inh | phage Ecoli inh | PKA-R1A activ | HTR5A ag | PfHsp90 set2 | HTR5A inv ag |
| --- | --- | --- | --- | --- | --- | --- | --- | --- | --- | --- | --- |
| NC1=NS(=O)(=O)NC1c1cccc(F)c1 (stereo unspecified) | -1.4 | 98 | 1 | 7 | -1.6 | -1.3 | 1.2 | 4 | 5 | 5 | -13 |
| COc1ccc(-c2ccc(-c3nnn(CC(C)=O)n3)cc2)cc1 | -1.4 | 104 | -2 | 6 | 0.2 | 1.0 | 0.7 | 2 | -2 | x | -22 |
| COc1ccc(NC2c3ccccc3C(=O)N2c2cccnc2)cc1Cl (stereo unspecified) | -1.7 | 93 | -8 | 10 | 0.8 | 0.5 | 0.6 | 1 | 4 | 14 | -13 |
| Cc1ccc(NC(=O)CN2CCC(C(N)=O)CC2)cc1[N+](=O)[O-] | -1.1 | 102 | -6 | 5 | 1.7 | 5.5 | 2.2 | 9 | -2 | -17 | -6 |
| CCOC(=O)c1ccc(NS(=O)(=O)c2ccc(SC)cc2)cc1 | 2.2 | 98 | 163 | -11 | -0.6 | 0.7 | 2.0 | -6 | 5 | -22 | -6 |
| O=C(NCc1ccccc1F)C(=O)NCC1CCCN1S(=O)(=O)c1ccccc1 (stereo unspecified) | -3.5 | 106 | -12 | 18 | -2.1 | 1.8 | 4.9 | 1 | -6 | -7 | 15 |
| COc1ccc(/C=N/OCC(=O)N2CC3(C)CC2CC(C)(C)C3)cc1 (stereo unspecified) | 0.1 | 123 | -17 | 0 | -0.2 | 1.4 | 0.8 | 4 | 2 | -28 | -2 |
| O=C(NCc1ccc2c(c1)OCO2)c1nn2cccnc2c1Cl | -2.1 | 98 | 27 | 9 | 0.0 | 2.4 | 3.6 | -16 | -2 | 17 | 6 |
| COc1cccc(-n2c(C)nnc2SCC#N)c1 | -1.2 | 103 | 0 | 6 | -2.9 | 0.7 | 3.0 | -1 | 1 | x | 1 |
| CC(C)OC(=O)c1ccc(NC(=O)c2cccc(-n3cnnn3)c2)cc1 | 3.6 | 95 | -4 | -14 | -2.4 | 0.8 | 1.8 | -13 | 1 | 5 | 3 |
| CSc1cccc(NC(=O)CC(C)n2ccnc2)c1 (stereo unspecified) | -1.8 | 98 | -17 | 8 | -0.9 | -0.5 | 6.0 | -5 | 3 | -8 | -11 |
| N#Cc1nc(-c2ccc([N+](=O)[O-])cc2)oc1N1CCCCC1 | -0.6 | 98 | 11 | 3 | 0.3 | 1.5 | -1.3 | -7 | -4 | -12 | 16 |
| CC(=O)Nc1ccc(S(=O)(=O)NCC2CCC(C(=O)NCCC3=CCCCC3)CC2)cc1 (stereo unspecified) | 0.4 | 99 | 17 | -3 | -2.3 | -0.3 | -0.8 | -3 | -4 | -5 | 9 |
| CCOc1ccc(-c2nnc(N3CCOCC3)c3ccccc23)cc1 | -1.1 | 110 | 10 | 5 | x | x | 1.9 | -4 | 2 | 25 | -6 |
| COc1ccccc1NS(=O)(=O)c1cc(NC(=O)c2cc(F)c(F)c(F)c2F)ccc1N1CCOCC1 | 0.4 | 96 | -4 | -2 | -1.1 | -1.3 | 1.6 | -13 | 1 | x | -4 |
| COCCCNC(=O)c1ccc2c(c1)CCN2S(C)(=O)=O | -2.4 | 97 | 4 | 13 | 0.9 | 2.6 | 2.8 | -3 | -1 | 8 | -12 |
| Cc1ccc(C(=O)N2CC(C)OC(C)C2)cc1S(=O)(=O)N1CCCCC1 (stereo unspecified) | 1.0 | x | -15 | -4 | -1.2 | -0.1 | 2.7 | -2 | -2 | 10 | 6 |
| CS(=O)(=O)N(Cc1ccccc1)c1ccc(C(=O)Nc2ccc3c(c2)OCO3)cc1 | 2.8 | 99 | 332 | -18 | -1.6 | -0.4 | -0.3 | 0 | 7 | -4 | -15 |
| COc1ccc(-n2nc(C(=O)NCC(=O)N3CCN(c4ccccc4OC)CC3)c3ccccc3c2=O)c(OC)c1 | 0.7 | x | 6 | -5 | 1.4 | 2.7 | 2.8 | -9 | -5 | -33 | 14 |
| COc1ccccc1N1CCN(CCN(C(=O)c2ccc(F)cc2)c2ccccn2)CC1 | -1.9 | 116 | -3 | 10 | 1.6 | 0.6 | 3.8 | -11 | -2 | -8 | 2 |
| CCCc1cc(C(=O)Cc2ccc(F)cc2)c(O)cc1O | 13 | 107 | 13 | -53 | 3.8 | 5.3 | 2.7 | -8 | 3 | 4 | -8 |
| Cn1c(=O)c2c(nc(Oc3ccccc3Br)n2C)n(C)c1=O | -1.6 | 92 | -8 | 7 | x | x | 0.6 | -2 | 1 | -29 | -3 |
| CCc1ccc(CNC(=O)C2CCN(S(=O)(=O)N3CCC4(CC3)OCCO4)CC2)cc1 | -1.3 | 98 | 3 | 7 | 1.7 | 0.1 | 0.8 | -7 | 1 | 6 | 0 |
| COc1ccc(NC(=O)Nc2ccc3c(c2)C(=O)N([C@H](C)CO)C[C@H](C)[C@@H](CN(C)C(=O)Nc2ccc(OC)cc2)O3)cc1 | -1.7 | 103 | -4 | 9 | -1.5 | 3.1 | 0.6 | -2 | -2 | 8 | -22 |
| C/C(=N\OCC(=O)Nc1ccccc1C(=O)O)c1cccs1 | -1.8 | 93 | 37 | 9 | -0.3 | -1.4 | 4.4 | -15 | -1 | -9 | 9 |
| CCNc1nc(NC(C)C)nc(N(C#N)CCOc2ccc(Cl)cc2Cl)n1 | 5.7 | 99 | 11 | -30 | 1.3 | 1.2 | 3.7 | 1 | 4 | x | 31 |
| COc1ccc(CN(CC(=O)NCc2ccccc2)C(=O)CCC(=O)Nc2ccccn2)cc1 | -0.4 | 103 | -4 | 3 | -0.3 | 6.2 | -1.1 | 1 | 1 | -7 | -19 |
| COc1cc(OC)c(OC)cc1CNCc1ccco1 | 0.6 | 103 | -1 | -3 | 0.2 | 2.2 | 1.6 | 2 | -4 | -49 | 15 |
| Cc1ccc(-n2ncc3c(=O)n(CC(N)=O)cnc32)cc1 | -0.1 | 100 | -19 | 1 | 0.1 | 1.4 | -0.1 | -1 | 1 | 3 | -4 |
| N=c1sccn1CC(=O)Nc1ccc2c(c1)CCC2 | -2.3 | x | 20 | 14 | 5.1 | 4.3 | 2.5 | 7 | -4 | 25 | 5 |
| COc1ccc(CNC(=O)COC(=O)Cc2ccc(Br)cc2)cc1 | -2.4 | x | 33 | 12 | 0.8 | -2.5 | 3.2 | 0 | 0 | -6 | -1 |
| CCCCOC(=O)c1cc(=O)[nH]c2ccc(C)cc12 | 2.7 | 102 | -10 | -15 | 0.9 | 4.1 | 3.6 | -1 | 0 | 9 | 1 |
| CCOC(=O)N1CCC(N2CC34C=CC(O3)C(C(=O)Nc3ccc(OCC)cc3)C4C2=O)CC1 (stereo unspecified) | -2.2 | 108 | 63 | 11 | 0.9 | 2.9 | 2.4 | -11 | 0 | 4 | 1 |
| Cc1noc(C)c1COc1ccccc1C(=O)NCCc1ccccc1 | -0.2 | 92 | x | 1 | x | x | 2.2 | -11 | 3 | x | -4 |
| C1=CC2C3C=CC(C3)C2C1 (stereo unspecified) | -3.0 | 104 | 145 | 16 | -1.2 | 0.3 | 2.4 | 2 | 3 | -20 | -12 |
| CCOc1ccc(CC(=O)NNC(=S)Nc2ccc(OC)c(OC)c2)cc1 | -0.6 | 101 | -17 | 3 | -1.7 | -4.1 | 1.8 | -12 | 5 | -7 | -13 |
| CCN(CC)CCCNC(=O)Cn1ccc2ccccc2c1=O | -2.7 | 114 | -13 | 13 | 2.4 | -1.4 | -0.3 | -7 | -2 | x | -22 |
| CC1CC(C)CN(S(=O)(=O)c2cc3c4c(c2)C(C)C(=O)N4CCC3)C1 (stereo unspecified) | -3.6 | x | 8 | 19 | 1.9 | 2.9 | 2.4 | -9 | 0 | -7 | 1 |
| O=C1C(Nc2ccccc2)=C2CCCC=C2N1c1ccccc1 | 0.8 | 111 | 236 | -4 | -2.2 | 2.1 | 2.6 | -4 | 0 | x | 0 |
| COCCOC(=O)c1[nH]c2c(c1C)C(=O)CC(c1ccc(OC)c(OC)c1)C2 (stereo unspecified) | -4.0 | 102 | 122 | 18 | -1.9 | -1.1 | 1.9 | -7 | 4 | 14 | -16 |
| O=C(c1ccccc1)c1ccccc1N/C=C/c1nnnn1-c1ccccc1 | -2.9 | 78 | x | 15 | -0.5 | 0.5 | 2.1 | 1 | -2 | x | -1 |
| O=C1c2ccccc2[C@@H]2CC(O)C(O)CCN12 (stereo partly specified) | -3.4 | 100 | x | 17 | 3.4 | 0.2 | -0.4 | -1 | -1 | 8 | 3 |
| Cc1ccc(NS(=O)(=O)c2ccc(C(=O)NC3CCN(Cc4ccccc4)CC3)cc2)cc1 | 1.9 | 98 | 16 | -10 | 2.9 | -0.2 | 1.7 | 6 | 5 | x | -18 |
| O=C(O)CCCn1cc(NC(=O)COc2ccc(F)cc2)cn1 | -1.1 | x | -3 | 7 | -3.7 | 0.5 | 1.9 | 0 | 6 | 3 | -20 |
| CCOc1ccc(OCCC(=O)N(CCC2=CCCCC2)c2c(N)n(Cc3ccccc3)c(=O)[nH]c2=O)cc1 | 3.9 | 121 | -2 | -21 | 0.6 | 2.0 | 3.6 | 2 | -4 | 48 | 10 |
| O=C1CCC(C(=O)OCc2cc(=O)oc3ccc4ccccc4c23)=NN1 | -2.3 | 89 | -18 | 12 | -1.2 | 1.2 | 2.5 | -1 | 4 | -24 | -10 |
| C/C(=N\NC(=O)Cn1cc([N+](=O)[O-])cn1)c1ccc(O)cc1 | -2.4 | 100 | 1 | 13 | -1.3 | -2.3 | -0.7 | -9 | 1 | -14 | -11 |
| Cc1csc(N2CCCC2c2nc3cc(C(F)(F)F)ccc3n2CCOCCO)n1 (stereo unspecified) | 0.3 | 101 | 24 | -2 | 0.7 | 4.4 | 0.6 | 0 | -1 | x | -7 |
| CC(=O)n1cc(C2C(=O)CC(C)(C)CC2=O)c2ccccc21 | -1.4 | 104 | -20 | 7 | 2.7 | 0.7 | 3.3 | 2 | 2 | 14 | 23 |
| COc1ccc(NCC(=O)Nc2ccc(C#N)cc2)cc1Cl | 1.2 | 94 | -4 | -6 | -1.6 | 1.3 | 3.1 | -8 | 4 | 10 | -1 |
| COc1ccc(-n2nc(C(=O)NCC(=O)Nc3cc(OC)c(OC)c(OC)c3)c3ccccc3c2=O)cc1Cl | 1.4 | 83 | 170 | -11 | -0.9 | 1.7 | -0.8 | 1 | 4 | -11 | -11 |
| CCOC(=O)c1sc2nc3n(c(=O)c2c1C)CCC(C)CC3 (stereo unspecified) | 3.3 | 101 | -9 | -20 | -0.8 | -0.1 | 2.3 | 4 | 7 | -14 | 9 |
| COc1ccc(CCNC(=O)CC(=O)N/N=C/c2ccc(Br)cc2)cc1OC | -2.6 | 100 | -19 | 12 | -0.5 | 1.4 | -2.4 | -4 | -3 | -4 | 11 |
| COc1ccc(NS(=O)(=O)c2cccc(NC(=O)CCC(=O)c3ccc(Cl)cc3)c2)cc1 | 3.1 | 98 | 5 | -17 | 0.1 | 1.6 | 2.5 | 12 | 9 | 4 | 3 |
| COC(=O)C1CC(O)C(O)C(O)C1 (stereo unspecified) | -0.7 | 103 | x | 3 | x | x | 0.5 | -10 | -1 | 12 | 18 |

Assay outcomes (PubChem BioAssay)
